From PubChem BioAssay
TTR transcr act – TTR transcription activators in neuroblastoma reporter cells, primary screen, cell-based, luminescence, SH-SY5Y, TTR promoter Gaussia luciferase; AID 1117267, 2014; 1.3% of 92,000 active; 100% = recombinant luciferase protein wells; activation, % at 16.7 µM;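 active means activation above the mean of all tested compounds plus 3 SD, cut at about 9.5% in these data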;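 further: cells exposed to compounds for one day before reading; 0% = median of all test compound wells on the plate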
An asterisk follows results filed as active. An excerpt; count on the stated rates, not on these rows.

TTR transcr act | Molecule
0.1 | Cc1ccc(NC2CCCN(C(=O)c3ccc(F)cc3)C2)cc1C (configuration not stated)
3.0 | Cc1cc(C)cc(OCCCCCNCCO)c1
0.0 | COc1ccc(N(C)C(=O)c2cnc(N3CCN(c4ncccn4)CC3)c3ccccc23)cc1
1.2 | CCOC(=O)c1ccc(NCc2ccc3c(c2)OCO3)cc1
-1.1 | Cc1cnc(NC(=O)c2ccc(OCC3CCCO3)cc2)s1 (configuration not stated)
-2.6 | O=C(c1ccco1)N1CCCN(C(=O)c2ccco2)CC1
0.4 | O=c1[nH]c(SCc2ccc([N+](=O)[O-])cc2)nc2[nH]ncc12
-1.4 | COC[C@H]1CCCN1c1cccc2c1S(=O)(=O)N1CC[C@H](C1)O2
-2.0 | OC(Cn1cncn1)c1ccc(Cl)cc1 (configuration not stated)
1.8 | Cc1nc2c3cc(F)ccc3n(Cc3ccccc3)c2s1
0.0 | CC(C)[C@H](NC(=O)c1ccc(C(C)(C)C)cc1)C(=O)Nc1nnc(C2CC2)s1
-9.4 | Cc1ccc2oc(-c3ccc(NC(=O)c4cccnc4)cc3)nc2c1
0.6 | CCN(CC)C(=O)[C@H]1CC(CC(=O)NCCc2ccccn2)C(=O)N2CCc3c([nH]c4ccc(OC)cc34)[C@]12C (some centres not stated)
-1.1 | C=CCN1C(=O)[C@@H](CC(=O)NCc2ccc(C)o2)[C@]2(C(=O)OC)CCCCC=C12
-0.6 | COc1ccc(C(=O)NC2CCN(CC(=O)NCc3cccc(OC)c3)CC2)cc1
-1.2 | O=[N+]([O-])c1ccc(S(=O)(=O)N2CCSC2c2ccco2)cc1 (configuration not stated)
-0.9 | COC(=O)c1ccc(NC(=O)CSc2n[nH]c(-c3ccncc3)n2)cc1
1.3 | O=C1c2ccccc2-c2cccc(C(=O)N3CCCCC3)c21
3.4 | Cc1ccc2nc(Cl)c3cc(C(=O)NCCCN4CCCC4)sc3c2c1
1.1 | Cn1c(NC(=O)c2ccc3c(c2)OCO3)cc(=O)n(C)c1=O
1.2 | CCCCn1c(N)c(N(CC)C(=O)c2ccc(N3CCCC3=O)cc2)c(=O)[nH]c1=O
-0.8 | CC1C(=O)N2CCCc3cc(S(=O)(=O)NCc4ccccc4Cl)cc1c32 (configuration not stated)
-1.1 | CCc1cccc(N(C(=O)c2csnn2)C(C(=O)NC(C)(C)CC)c2ccccn2)c1 (configuration not stated)
-3.2 | COC1(OC)N=C(N)C2(C#N)C(c3cccc(Oc4ccccc4)c3)C12C#N (configuration not stated)

Rewritten field by field: entries from further up
Cn1c(NC(=O)c2ccc3c(c2)OCO3)cc(=O)n(C)c1=O
  TTR transcr act: 1.1

CCCCn1c(N)c(N(CC)C(=O)c2ccc(N3CCCC3=O)cc2)c(=O)[nH]c1=O
  TTR transcr act: 1.2

CC1C(=O)N2CCCc3cc(S(=O)(=O)NCc4ccccc4Cl)cc1c32 (configuration not stated)
  TTR transcr act: -0.8

CCc1cccc(N(C(=O)c2csnn2)C(C(=O)NC(C)(C)CC)c2ccccn2)c1 (configuration not stated)
  TTR transcr act: -1.1

Continued:
TTR transcr act | Molecule
1.5 | Cc1cc(/C=N/NC(N)=S)c(O)c(/C=N/NC(N)=S)c1
-0.6 | CCOc1ccc(C(=O)NC2CCN(C(=O)NCc3ccccc3)CC2)cc1
6.5 | O=C(CCc1ccc(S(=O)(=O)NCc2ccccc2)cc1)N1CCN(Cc2ccc3c(c2)OCO3)CC1
-0.7 | Cn1nnc(NC(=O)c2ccccc2)n1
-2.0 | COCCCN(CC(=O)Nc1ccc(N2CCOCC2)cc1)S(=O)(=O)c1ccc(Cl)cc1
-1.3 | COc1ccc(-c2noc(CCC(=O)N3CCN(c4ccccc4C)CC3)n2)cc1
6.3 | O=C(CSc1nnc(-c2cccnc2)n1Cc1ccco1)c1ccc(Br)cc1
0.5 | CC(=O)Nc1ccccc1NC(=O)c1ccccc1
-1.4 | CC(C(=O)Nc1ccc2nccnc2c1)N1C(=O)C2C3C=CC(C3)C2C1=O (configuration not stated)
3.0 | CC(Oc1ccc(Cl)cc1Cl)/C(N)=N/O (configuration not stated)
-1.1 | CCN(CC)S(=O)(=O)c1cccc(-c2nnc(SCc3ncc(-c4ccccc4)o3)n2C)c1
2.4 | CN1CCN(c2ccc(NC(=O)c3cc4ccccc4o3)cc2)CC1
-0.1 | CCCCCC[N+](C)(C)CC/C=C1/c2ccccc2Sc2ccc(Cl)cc21
-0.7 | CC(C)(C)N(Cc1ccccc1)C(=O)COC(=O)c1ccc2ccccc2n1
-1.4 | COc1ccc(/C=C/C(=O)c2c(C)nc3ccccn23)cc1
0.1 | O=C(Cn1nc(-c2ccc(Cl)cc2)c2ccccc2c1=O)Nc1cccnc1
-0.5 | C=CCNC(=O)/C(=C\c1ccc(Br)cc1)NC(=O)c1ccccc1OC
1.4 | COc1ccc(NC2CCCN(C(=O)CCc3cccc(F)c3)C2)cc1 (configuration not stated)
-2.1 | Cc1nc(-c2ccc(Cl)cc2)sc1C1(C)CC(c2ccc(Br)cc2)=NO1 (configuration not stated)
1.2 | COc1ccc(-c2oc(=O)c3cc(OC)c(OC)cc3c2C#CCCO)cc1
-1.9 | CCOc1ccc(CN2CCN(C(=O)c3cccc(F)c3)CC2)cc1
-1.6 | CCCCCCCC(=O)C(C)C(=O)N(C)[C@H](Cc1ccc(OC)cc1)C(=O)N(C)[C@H](C(N)=O)C(C)C (some centres not stated)
-1.2 | CCCCCn1c(SCc2cccc(C)c2)nc2c1c(=O)[nH]c(=O)n2C
-0.7 | O=c1[nH]c(C2CCN(S(=O)(=O)c3ccc(S(=O)(=O)NC4CC4)cc3)CC2)nc2c1nnn2Cc1cccc(F)c1
-1.4 | CCN(CCNC(=O)C1CCC(=O)N1Cc1ccc(C)cc1)c1ccccc1 (configuration not stated)
-1.7 | COC(=O)C1(Cc2cc(-c3cccc(Br)c3)no2)CCN(C(=O)OC(C)(C)C)CC1
-3.0 | CC(C)(C)c1cc(OC(=O)C2CCCC2)ccc1O
-0.6 | CCC(=O)c1c(NC(CC)CO)cc(C)oc1=O (configuration not stated)
-4.0 | O=C(CSCc1ccc(Cl)cc1)N/N=C/c1ccc(OCC(=O)Nc2ccccc2)cc1
-0.1 | Cn1c2c(c(=O)n(C)c1=O)C(C(F)(F)F)(C(F)(F)F)N=C(C1CCCCC1)N2
18* | COc1cccc(CSc2nc3cc4c(cc3cc2C)OCCO4)c1
-1.8 | COc1ccccc1C(=O)Nc1ccnn1C1CCN(C(=O)C2CCOC2)CC1 (configuration not stated)
-0.8 | Cc1cc(C(=O)Nc2nnc(C3CCCCC3)s2)no1
-0.3 | O=C(c1ccoc1)N1CCCC(Nc2ccc(F)c(F)c2)C1 (configuration not stated)
-1.4 | O=c1c2ccccc2nnn1COc1ccc(Cl)cc1Br
-2.0 | CC(C)=CCN1CCN(Cc2ccoc2)CC1CCO (configuration not stated)
0.8 | O=C(NCCCn1ccnc1)c1ccc(-c2cccc(Cl)c2Cl)o1
0.9 | Cc1ccc(NC(=O)CSc2nc3ccccc3c(=O)[nH]2)cc1[N+](=O)[O-]
3.0 | COC(=O)c1ccc(-n2c(C)cc(C(=O)CCl)c2C)cc1
0.5 | CN1C(=S)SC2CS(=O)(=O)CC21 (configuration not stated)
-0.2 | C[C@@H]1CCN(C2CC2)S(=O)(=O)c2ccc(N3CC[C@@H](O)C3)cc2O1
0.0 | Cn1c(=O)c(/C(N)=N/OC(=O)c2ccccc2)cn(-c2ccccc2)c1=O
-1.2 | CCOC(=O)C(C)Oc1ccc(=O)n(-c2ccccc2)n1 (configuration not stated)
-0.1 | Cc1cc(NC(=O)CSc2ccc3nnc(-c4cccc(F)c4)n3n2)no1
-2.1 | O=C(Nc1nnc(-c2ccccc2)s1)c1cc(S(=O)(=O)N2CCOCC2)c(Cl)cc1Cl
-1.4 | CN1CCC(=O)N(CCSc2ccc(Br)cc2)CC1
0.0 | O=C(Nc1cccc(NS(=O)(=O)c2ccc(S(=O)(=O)NC3CC3)cc2)c1)c1ccccn1
-0.5 | O=C(Cn1nnc(-c2ccccc2)n1)NC1CCS(=O)(=O)C1 (configuration not stated)

Printed as active in TTR transcr act, of those listed so far:
TTR transcr act | Molecule
18* | COc1cccc(CSc2nc3cc4c(cc3cc2C)OCCO4)c1

Further entries follow:
TTR transcr act | Molecule
0.5 | COCCNCCCOc1ccc(Cl)cc1Br
-0.6 | Cc1ccc2c(c1)-c1nc3ccccc3cc1C2=NC1CCCCC1
-0.2 | O=C(Nc1ccc(Br)cc1)c1cc(-c2ccc3c(c2)OCO3)on1
-0.1 | CC(C)N1C(=O)C(=O)N(CC(=O)N2CCc3ccccc32)C1=O
2.0 | CC(C)OC(=O)C1C2C=CC3(CN(CC4CCCO4)C(=O)C13)O2 (configuration not stated)
0.3 | CC(C)C[C@H](NC(=O)c1nc[nH]c1C(=O)N1CCN(c2ccccc2)CC1)C(=O)OC(C)(C)C
0.8 | CCc1cccc2c(C(=S)N3CCCC3)c[nH]c12
-2.8 | O=C(O)CC1(CC(=O)NCc2csc(-c3cccs3)n2)CCCCC1

Five consecutive compounds out of the list so far:
TTR transcr act | Molecule
-0.1 | CC(C)N1C(=O)C(=O)N(CC(=O)N2CCc3ccccc32)C1=O
2.0 | CC(C)OC(=O)C1C2C=CC3(CN(CC4CCCO4)C(=O)C13)O2 (configuration not stated)
0.3 | CC(C)C[C@H](NC(=O)c1nc[nH]c1C(=O)N1CCN(c2ccccc2)CC1)C(=O)OC(C)(C)C
0.8 | CCc1cccc2c(C(=S)N3CCCC3)c[nH]c12
-2.8 | O=C(O)CC1(CC(=O)NCc2csc(-c3cccs3)n2)CCCCC1

Next part
TTR transcr act | Molecule
7.5 | COc1ccc(NC(=O)N2CCC(n3nnc4cc(C)ccc43)CC2)cc1
2.4 | COc1ccc(C(CC(=O)N2CCCCC2)C(C)C)cc1 (configuration not stated)
-0.2 | CN(C(=O)COC(=O)c1c2c(nc3ccccc13)CCCC2)c1c(N)n(Cc2ccccc2)c(=O)[nH]c1=O
-1.4 | COc1ccc(-c2nc3c4ccccc4[nH]c(=O)n3n2)cc1
-1.2 | CCOc1ccccc1-c1cc(C(=O)N/N=C/c2ccc3c(c2)OCO3)c2ccccc2n1
-1.8 | COCCN(CCOC)C(=O)c1c[nH]c2ccc(S(=O)(=O)N(C)c3ccc(F)cc3)cc2c1=O
-0.6 | Cc1ccc(CNc2ncnc3c2cnn3C2CCCCO2)cc1 (configuration not stated)
-1.7 | O=C(CSc1nnc(CN2CCCC2)n1-c1ccccc1)c1ccc2c(c1)OCO2
-0.6 | O=C(OCc1ccc(CSc2nnc(-c3cccc4ccccc34)o2)cc1)c1ccc(F)cc1
-1.6 | O=S(=O)(/N=C(/Nc1ccc(F)cc1F)c1ccccc1)c1ccc(Br)cc1
-0.1 | Cn1c(=O)c2nc(-c3ccccc3)c(-c3ccccc3)nc2n(C)c1=O
1.3 | COc1cc(C(=O)OCC(=O)NCCN2C(=O)CSC2=O)ccc1OCc1c(C)noc1C
-2.1 | O=C1CCC(C(=O)Nc2nnc(C3CC3)s2)=NN1
-1.1 | COc1cccc(C(=O)N2CCN(Cc3cn[nH]c3-c3ccc(F)cc3F)CC2)c1
-0.1 | CC1(C)CC2(CCO1)OC(=O)CC2C(=O)Nc1ccccc1Cl (configuration not stated)
0.3 | CC1CC(C)CN(S(=O)(=O)c2cc3c4c(c2)CCC(=O)N4CCC3)C1 (configuration not stated)
-2.2 | O=C(Nc1nccs1)c1ccc(Cl)c([N+](=O)[O-])c1
4.0 | O=C1CC(N2CCN(c3ccc(Cl)c(Cl)c3)CC2)C(=O)N1 (configuration not stated)
-0.3 | O=C(Cn1c(-c2ccccc2)c[n+]2ccsc12)c1ccc([N+](=O)[O-])cc1
-4.2 | CCOc1ccc(NC(=O)c2ccc3snnc3c2)cc1
-1.5 | CCCCN(C=O)c1c(CC)nc2c(OCCC3CCCCC3)cccn12
1.6 | Brc1cccc(C=Nc2cccc3ncccc23)c1
-1.4 | Cc1ccsc1C(=O)C1CCCN(Cc2cccn2-c2ccc(Cl)cn2)C1 (configuration not stated)
0.3 | CCNS(=O)(=O)c1ccc(C(=O)Nc2ccccc2)cc1
-1.0 | Cc1ccccc1CN1[C@@H](C)[C@H](c2ccccc2)Oc2cccc(N3CCCC3)c2S1(=O)=O
0.1 | O=C(Cn1c(O)c(/C=C2\C=Nc3ccccc32)sc1=O)Nc1ccc2c(c1)OCO2
1.1 | Oc1ccc(Cl)cc1/C=N/c1nccs1
-0.6 | O=C1C2C3C=CC(C3)C2C(=O)N1c1ccc(-c2nc(-c3ccccc3)nc3ccccc23)cc1 (configuration not stated)
-1.1 | COc1ccc(-c2cc3nc(C)cc(N4CCN(C(=O)c5cccnc5)CC4)n3n2)cc1
-1.1 | CSc1nc2ccc(NS(=O)(=O)c3ccc(Cl)s3)cc2s1
-0.5 | Cc1cccc(-n2cc(CN3CCN(Cc4nccn4C)CC3)c(-c3cccc(F)c3)n2)c1
-0.3 | COc1ccc(N(C(=O)c2cnccn2)C(C(=O)NCc2ccccc2)c2ccc(O)cc2)cc1 (configuration not stated)
-0.8 | CC(NC(=O)Nc1cccc(Cl)c1)C(c1cccs1)N1CCCC1 (configuration not stated)
0.9 | CCOC(=O)C1=CC[C@H]2c3c(c4ccccc4n3C)C(=O)C1N2S(=O)(=O)c1ccc(C)cc1
-1.0 | C=CCOc1c(Br)cc(/C=C2/NC(=S)N(C(C)=O)C2=O)cc1OC
0.4 | NC(=NC(=O)c1ccc(OC(F)(F)F)cc1)c1ccc(C(F)(F)F)cn1
4.1 | C[C@H](c1ccccc1)N1C[C@@H](COCc2ccccc2)Oc2cccc(F)c2S1(=O)=O
0.5 | NC(=O)NC(CC(=O)NCCCc1ccccc1)c1ccccc1Cl (configuration not stated)
0.7 | CCOc1ccc(N/C=C/C(=O)c2ccc(OC)c(OC)c2)cc1
-1.3 | O=c1ccnc(SCCc2ccccc2)[nH]1
-0.3 | CCCCNC(=O)CCCn1c(=S)[nH]c2cc3c(cc2c1=O)OCO3
5.8 | COc1ccccc1OC(C)C(=O)Nc1ccccc1C(=O)NCc1cccnc1 (configuration not stated)
-0.6 | O=C(Nc1c(F)cc(F)cc1Br)c1cc2nc(C(F)F)cc(C(F)F)n2n1
